V1aR counter: activates human V1a receptor in oxytocin agonist counter-screen; activation, % at 3 µM; CHO-V1R cells, Fluo-8 calcium fluorescence, agonist mode; 0% DMSO, 100% 3 nM vasopressin; P37288; 0.25% of 320,000 active;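 active = activation above the mean activation of all tested compounds plus 3 SD, per screening run, cut at about 20% in these data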;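 also: signal is peak over basal fluorescence ratio across a 100 second FLIPR read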
IMP-1 inhibitor: blocks Pseudomonas aeruginosa IMP-1 metallo-beta-lactamase | inhibition, % at 5.6 µM | 0.45% of 290,000 active | purified IMP-1, nitrocefin hydrolysis, epi-absorbance fluorescence;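 active = inhibition above the mean plus 3 SD of all compounds in the same screening run, cut at about 4.5% in these data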;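 also: 0% = IMP-1 with DMSO and 100% = DMSO wells lacking enzyme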
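Test system: recombinant IMP-1 enzyme, purified / Medium: HEPES buffer pH 7.1 with ZnSO4 and Brij 35 / Doses: single dose, 5.6 µM / Times: 25 °C, 15 min preincubation, 25 min reaction / Detection: Epi-absorbance via hydrolysed-nitrocefin quenching of white-plate fluorescence, 480/530 nm, EDTA stop / Evaluation: percent inhibition from optical density relative to buffer-blank wells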
HCV NS3 hel inh: inhibitors of Hepatitis C virus NS3 helicase; NS3 helicase DNA unwinding, Cy5 molecular beacon fluorescence; inhibition, % at 10.9 µM; 0.56% of 290,000 active; AID 1800;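 active = inhibition above the mean of all tested compounds plus 3 SD, set per campaign, cut at about 35% in these data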;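 also: 0% = DMSO wells and 100% = thioflavine S control wells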
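Control set: DMSO versus 110 µM thioflavine S; Material: NS3 helicase fragment of HCV; Measured by: Cy5 fluorescence at 0 and 60 min, beacon hairpin quenching; Read-out basis: percent inhibition from t60/t0 fluorescence ratio; Times: reaction time 60 min, 25 °C; Repeats: single replicate; Compound dosing: single dose, 10.9 µM nominal final, DMSO 0.8% final.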
GPR7 antagonist: blocks human GPR7 receptor signaling | P48145 | GPR7-expressing cells, fluorescence antagonist assay | inhibition, % at 4.4 µM | 1.1% of 290,000 active | AID 1861; in the data active = inhibition above about 16%, passing the limit was not always enough;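 also: cells stimulated with the agonist NPW; 0% = agonist with vehicle and 100% = vehicle without agonist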
Target sequence (P48145 whole entry, looked up): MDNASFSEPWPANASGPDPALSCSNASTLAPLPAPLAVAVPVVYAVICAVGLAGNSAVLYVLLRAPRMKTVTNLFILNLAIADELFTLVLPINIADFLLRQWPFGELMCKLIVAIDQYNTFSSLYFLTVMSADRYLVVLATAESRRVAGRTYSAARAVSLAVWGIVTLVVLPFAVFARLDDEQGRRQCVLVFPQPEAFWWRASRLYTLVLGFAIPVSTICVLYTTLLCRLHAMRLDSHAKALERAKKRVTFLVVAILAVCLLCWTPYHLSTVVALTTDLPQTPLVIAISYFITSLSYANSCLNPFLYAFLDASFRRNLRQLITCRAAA
OXTR agonist: human OXTR agonism | P30559 | CHO-OTR cells, Fluo-8 calcium fluorescence; normalized: DMSO 0%, oxytocin 100% | activation, % at 3 µM | 0.32% of 320,000 active;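 active = activation above the mean of all tested compounds plus 3 SD, cutoff set per screening run, cut at about 20% in these data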;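 also: peak over basal fluorescence ratio from a 100 s FLIPR kinetic read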
Target sequence (P30559 whole entry, looked up): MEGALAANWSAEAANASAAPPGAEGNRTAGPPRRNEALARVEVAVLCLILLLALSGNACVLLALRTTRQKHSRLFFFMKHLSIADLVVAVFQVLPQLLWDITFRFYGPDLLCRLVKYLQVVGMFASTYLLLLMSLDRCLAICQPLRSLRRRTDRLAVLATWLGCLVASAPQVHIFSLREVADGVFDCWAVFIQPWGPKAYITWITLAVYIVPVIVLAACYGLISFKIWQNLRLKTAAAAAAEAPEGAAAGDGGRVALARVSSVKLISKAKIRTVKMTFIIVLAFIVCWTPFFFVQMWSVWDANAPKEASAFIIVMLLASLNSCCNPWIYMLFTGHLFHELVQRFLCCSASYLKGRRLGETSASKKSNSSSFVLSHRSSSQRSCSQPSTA
GalR3 antagonist: antagonists of human GalR3 | O60755 | HEK293 GalR3-CNG cAMP membrane potential fluorescence; galR3 body fused to GalR1 C-terminus | inhibition, % at 3 µM | 0.44% of 360,000 active;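 active = inhibition above the screen-wide average plus 3 SD, cut at about 13% in these data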;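 also: forskolin and galanin both at EC90 stimulate the cells; cAMP rise reported by CNG channel membrane potential dye signal; 0% = forskolin plus galanin with DMSO and 100% = forskolin alone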
Target sequence (O60755 1-299 limits assumed): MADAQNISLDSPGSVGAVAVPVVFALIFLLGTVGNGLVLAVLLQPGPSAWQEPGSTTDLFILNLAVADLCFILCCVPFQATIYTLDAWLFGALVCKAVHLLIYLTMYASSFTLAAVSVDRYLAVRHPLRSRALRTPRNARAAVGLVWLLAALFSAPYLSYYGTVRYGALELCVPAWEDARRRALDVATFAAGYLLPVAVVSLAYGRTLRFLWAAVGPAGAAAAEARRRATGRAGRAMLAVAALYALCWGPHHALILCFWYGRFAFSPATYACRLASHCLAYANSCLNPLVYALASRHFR
PHOSPHO1 block: blocks human PHOSPHO1 phosphatase activity; Q8TCT1; recombinant PHOSPHO1, absorbance phosphatase assay; inhibition, % at 13.3 µM; 1.1% of 290,000 active; AID 1565; in the data active = inhibition above about 60%
FID counter: fluorescent intercalator displacement, NS3 helicase counter-screen. DNA fluorescent intercalator displacement, fluorescence. 0.17% of 290,000 active. inhibition, % at 7.9 µM; in the data active = inhibition above about 37%;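 also: 0% = vehicle and 100% = reference compound; higher means more ethidium bromide displaced from hairpin DNA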
VIM-2 inh: inhibitors of Pseudomonas aeruginosa VIM-2 metallo-beta-lactamase. purified VIM-2, nitrocefin hydrolysis, epi-absorbance fluorescence. inhibition, % at 5.6 µM. 0.89% of 290,000 active;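 active = inhibition above the mean of all tested compounds plus 3 SD, cutoff set per screening run, cut at about 7.5% in these data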;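 also: red hydrolysis product quenches plate fluorescence so inhibitors raise well fluorescence; 0% = enzyme with DMSO and 100% = DMSO without enzyme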
* hit, by the source's call.

Results for C=CCNC(=O)NC(=O)COC(=O)CCCSc1nc2ccccc2[nH]1 ?
V1aR counter: -0.3; IMP-1 inhibitor: -3.6; HCV NS3 hel inh: 6; GPR7 antagonist: -15; OXTR agonist: -1.0; GalR3 antagonist: -5; PHOSPHO1 block: -51; FID counter: -8; VIM-2 inh: 0.0

What do the screens show for `CC(C)Oc1cc(NC(=O)CS(=O)(=O)CC(=O)N(C)C)c(Cl)cc1Cl`?
V1aR counter: -0.3; IMP-1 inhibitor: -1.9; HCV NS3 hel inh: 3; GPR7 antagonist: -20; OXTR agonist: -2.0; GalR3 antagonist: -4; PHOSPHO1 block: 32; FID counter: -11; VIM-2 inh: -0.9

What do the screens show for `Cc1ccccc1C(=O)N1CCN(c2ccc(NC(=O)c3ccco3)cc2Cl)CC1`?
V1aR counter: 8.4; IMP-1 inhibitor: -3.0; HCV NS3 hel inh: -6; GPR7 antagonist: 2; OXTR agonist: 8.2; GalR3 antagonist: -5; PHOSPHO1 block: -27; FID counter: -36; VIM-2 inh: -2.8

How did CC(C)COc1ccc(C(=O)Nc2ccc(N3CCOCC3)cc2N2CCOCC2)cc1 do in these assays?
V1aR counter: 0.5; IMP-1 inhibitor: -4.8; HCV NS3 hel inh: -10; GPR7 antagonist: -21; OXTR agonist: -0.4; GalR3 antagonist: 0; PHOSPHO1 block: 53; FID counter: -39; VIM-2 inh: -2.5

How did CCOc1ccc(N2C(=O)CC(SC(=NC)Nc3ccc(F)cc3)C2=O)cc1 (stereo unspecified) do in these assays?
V1aR counter: 0.4; IMP-1 inhibitor: 1.8; HCV NS3 hel inh: -16; GPR7 antagonist: -16; OXTR agonist: 0.9; GalR3 antagonist: -5; PHOSPHO1 block: -1; FID counter: -13; VIM-2 inh: -1.0

Results for O=C(COc1ccc(Br)cc1)NC(=S)Nc1ccccc1N1CCOCC1 ?
V1aR counter: 3.8; IMP-1 inhibitor: -2.9; HCV NS3 hel inh: 29; GPR7 antagonist: -9; OXTR agonist: 1.3; GalR3 antagonist: -4; FID counter: -38; VIM-2 inh: -3.7

How did CC1CCN(C(=O)Cn2c(=O)oc3cc(S(=O)(=O)N4CCCCC4)ccc32)CC1 do in these assays?
V1aR counter: 0.0; IMP-1 inhibitor: 0.8; HCV NS3 hel inh: -5; GPR7 antagonist: -1; OXTR agonist: 0.4; GalR3 antagonist: -1; PHOSPHO1 block: 28; FID counter: -31; VIM-2 inh: -0.9

Results for NC(=O)CCC(NS(=O)(=O)c1ccc(Cl)cc1)C(=O)NCC1CCCCC1 (stereo unspecified) ?
V1aR counter: -0.3; IMP-1 inhibitor: -3.8; HCV NS3 hel inh: 6; GPR7 antagonist: 1; OXTR agonist: -0.4; GalR3 antagonist: -9; PHOSPHO1 block: -30; FID counter: -31; VIM-2 inh: 1.7

Results for CC1(C)CC(=O)C=C(Nc2ccccc2O)C1 ?
V1aR counter: 0.8; IMP-1 inhibitor: -1.3; HCV NS3 hel inh: 6; GPR7 antagonist: -11; OXTR agonist: -0.3; GalR3 antagonist: -3; PHOSPHO1 block: 34; FID counter: -4; VIM-2 inh: -0.4

How did O=[N+]([O-])c1ccc(S(=O)(=O)N2CCN(Cc3c[nH]c4ccccc34)CC2)cc1 do in these assays?
V1aR counter: 5.9; IMP-1 inhibitor: -2.9; HCV NS3 hel inh: -5; GPR7 antagonist: 7; OXTR agonist: 11; GalR3 antagonist: -1; PHOSPHO1 block: -11; FID counter: 13; VIM-2 inh: -4.0

Results for O=C(NNc1ccc(-c2csnn2)cc1)c1ccccc1C(F)(F)F ?
V1aR counter: 1.2; IMP-1 inhibitor: -1.8; HCV NS3 hel inh: -16; GPR7 antagonist: -9; OXTR agonist: 1.1; GalR3 antagonist: -5; PHOSPHO1 block: 21; FID counter: 0; VIM-2 inh: -2.6

How did Cc1nc(S(=O)(=O)N2CCOCC2)c(C#N)c(C)c1Cl do in these assays?
V1aR counter: 1.5; IMP-1 inhibitor: -3.7; HCV NS3 hel inh: 4; GPR7 antagonist: -10; OXTR agonist: 1.5; GalR3 antagonist: -4; PHOSPHO1 block: 36; FID counter: -1; VIM-2 inh: -2.0

Results for O=C(Nc1ccc(N2CCN(C(=O)c3ccc(Cl)cc3)CC2)cc1)c1cccs1 ?
V1aR counter: 1.6; IMP-1 inhibitor: -3.6; HCV NS3 hel inh: -9; GPR7 antagonist: -10; OXTR agonist: 1.2; GalR3 antagonist: -3; PHOSPHO1 block: -16; FID counter: -24; VIM-2 inh: -3.9

Results for Cc1nc(NC(=O)COC(=O)CCc2nc3ccccc3s2)c(Cl)cc1Cl ?
V1aR counter: -0.8; IMP-1 inhibitor: 0.2; HCV NS3 hel inh: 2; GPR7 antagonist: -3; OXTR agonist: -0.9; GalR3 antagonist: 0; PHOSPHO1 block: -9; FID counter: -7; VIM-2 inh: -0.7

Results for COc1cc(CC(=O)OCC(=O)Nc2ccc(N3CCOCC3)cc2)cc(OC)c1OC ?
V1aR counter: 0.4; IMP-1 inhibitor: -2.1; HCV NS3 hel inh: 2; GPR7 antagonist: 2; OXTR agonist: 0.3; GalR3 antagonist: -1; PHOSPHO1 block: 12; FID counter: -18; VIM-2 inh: -1.9

Results for CCC1Oc2ccc(C)cc2N(CC(=O)NCCC2=CCCCC2)C1=O (stereo unspecified) ?
V1aR counter: -0.6; IMP-1 inhibitor: -4.0; HCV NS3 hel inh: 10; GPR7 antagonist: 6; OXTR agonist: -1.1; GalR3 antagonist: -8; PHOSPHO1 block: 7; FID counter: -25; VIM-2 inh: -7.1

What do the screens show for `O=C(NCc1cccs1)C1CCCN(c2nc3ccccc3o2)C1` (stereo unspecified)?
V1aR counter: 0.0; IMP-1 inhibitor: 4.8*; HCV NS3 hel inh: -11; GPR7 antagonist: -5; OXTR agonist: -0.9; GalR3 antagonist: 3; PHOSPHO1 block: 13; FID counter: -2; VIM-2 inh: 0.8

Results for C=CCNc1nc(-c2ccccn2)nnc1-c1ccccc1 ?
V1aR counter: -0.2; IMP-1 inhibitor: -3.2; HCV NS3 hel inh: -3; GPR7 antagonist: -9; OXTR agonist: -0.6; GalR3 antagonist: -6; PHOSPHO1 block: 15; FID counter: -8; VIM-2 inh: -2.3

Results for CC(=O)N1CCN(CC(=O)Nc2ccccc2Sc2ccc(Cl)cc2)CC1 ?
V1aR counter: 4.1; IMP-1 inhibitor: -0.9; HCV NS3 hel inh: -8; GPR7 antagonist: -6; OXTR agonist: 0.3; GalR3 antagonist: -9; PHOSPHO1 block: -3; FID counter: -42; VIM-2 inh: -5.5

What do the screens show for `Cc1ccc(NC(=O)c2ccc(F)cc2)cc1S(=O)(=O)N1CCCCCC1`?
V1aR counter: 1.3; IMP-1 inhibitor: -0.8; HCV NS3 hel inh: -13; GPR7 antagonist: 17; OXTR agonist: 1.8; GalR3 antagonist: -6; PHOSPHO1 block: 24; FID counter: -10; VIM-2 inh: 0.3

How did Fc1ccc2[nH]c3c(N4CCN(c5ccccc5)CC4)ncnc3c2c1 do in these assays?
V1aR counter: 11; IMP-1 inhibitor: -1.9; HCV NS3 hel inh: -14; GPR7 antagonist: 5; OXTR agonist: 15; GalR3 antagonist: -8; PHOSPHO1 block: -25; FID counter: -4; VIM-2 inh: 1.8

How did C/C(=N\NC(=O)c1nn(C)cc1Cl)c1ccncc1 do in these assays?
V1aR counter: 0.1; IMP-1 inhibitor: -2.8; HCV NS3 hel inh: -6; GPR7 antagonist: -7; OXTR agonist: 0.4; GalR3 antagonist: -7; PHOSPHO1 block: 6; FID counter: -6; VIM-2 inh: -5.2

Results for CCOC(=O)c1sc(=NC(=O)c2cc(OC)c(OC)c(OC)c2)n(C)c1C ?
V1aR counter: 0.5; IMP-1 inhibitor: -0.5; HCV NS3 hel inh: 3; GPR7 antagonist: -7; OXTR agonist: -1.0; GalR3 antagonist: 1; PHOSPHO1 block: 37; FID counter: -2; VIM-2 inh: -1.7

Results for COCC(=O)Nc1nc(-c2ccccc2)ns1 ?
V1aR counter: 3.0; IMP-1 inhibitor: -3.2; HCV NS3 hel inh: 4; GPR7 antagonist: -9; OXTR agonist: 2.6; GalR3 antagonist: -5; PHOSPHO1 block: 0; FID counter: 0; VIM-2 inh: -3.7

How did COc1cccc(NC(=O)NC2CCCc3ccccc32)c1 (stereo unspecified) do in these assays?
V1aR counter: 0.5; IMP-1 inhibitor: -1.6; HCV NS3 hel inh: -9; GPR7 antagonist: -14; OXTR agonist: -2.4; GalR3 antagonist: -6; PHOSPHO1 block: -8; FID counter: -7; VIM-2 inh: -1.1

What do the screens show for `CCOC(=O)C1CCCN(S(=O)(=O)c2ccc3c(c2)N(C(C)=O)CCO3)C1` (stereo unspecified)?
V1aR counter: 3.3; IMP-1 inhibitor: -2.9; HCV NS3 hel inh: 9; GPR7 antagonist: -20; OXTR agonist: 2.9; GalR3 antagonist: -1; PHOSPHO1 block: 34; FID counter: -18; VIM-2 inh: -2.1

Results for CCn1c(CSc2nnc(-c3ccoc3C)n2C)nc2cc(S(=O)(=O)N(C)C)ccc21 ?
V1aR counter: 0.1; IMP-1 inhibitor: -0.6; HCV NS3 hel inh: 3; GPR7 antagonist: 8; OXTR agonist: 1.1; GalR3 antagonist: -4; FID counter: -18; VIM-2 inh: -0.7

What do the screens show for `COc1cc(/C=N/N(CCO)C2=NS(=O)(=O)c3ccccc32)cc(OC)c1OC`?
V1aR counter: 3.3; IMP-1 inhibitor: -4.9; HCV NS3 hel inh: -11; GPR7 antagonist: -13; OXTR agonist: -0.8; GalR3 antagonist: -7; PHOSPHO1 block: 36; FID counter: -30; VIM-2 inh: 12*

Results for C=CCn1c(SCC(=O)NNC(=O)Nc2cccc(Cl)c2)nnc1-c1ccccc1 ?
V1aR counter: 0.1; IMP-1 inhibitor: -3.6; HCV NS3 hel inh: 2; GPR7 antagonist: -16; OXTR agonist: -0.5; GalR3 antagonist: -3; PHOSPHO1 block: 32; FID counter: -24; VIM-2 inh: -5.9

Results for O=C(c1cccs1)n1nc(-c2ccco2)nc1SCc1ccccc1 ?
V1aR counter: -1.0; IMP-1 inhibitor: -1.2; HCV NS3 hel inh: 3; GPR7 antagonist: 1; OXTR agonist: -1.8; GalR3 antagonist: -2; PHOSPHO1 block: 9; FID counter: -3; VIM-2 inh: -0.6

What do the screens show for `CCCCCOC(=O)Cn1c(N2CCOCC2)nc2c1c(=O)[nH]c(=O)n2C`?
V1aR counter: -0.8; IMP-1 inhibitor: -1.2; HCV NS3 hel inh: 0; GPR7 antagonist: -10; OXTR agonist: -0.4; GalR3 antagonist: -1; PHOSPHO1 block: 3; FID counter: -19; VIM-2 inh: -2.3

2 records picked at random from those above:
Results for CC(=O)N1CCN(CC(=O)Nc2ccccc2Sc2ccc(Cl)cc2)CC1 ?
V1aR counter: 4.1; IMP-1 inhibitor: -0.9; HCV NS3 hel inh: -8; GPR7 antagonist: -6; OXTR agonist: 0.3; GalR3 antagonist: -9; PHOSPHO1 block: -3; FID counter: -42; VIM-2 inh: -5.5

Results for C=CCNc1nc(-c2ccccn2)nnc1-c1ccccc1 ?
V1aR counter: -0.2; IMP-1 inhibitor: -3.2; HCV NS3 hel inh: -3; GPR7 antagonist: -9; OXTR agonist: -0.6; GalR3 antagonist: -6; PHOSPHO1 block: 15; FID counter: -8; VIM-2 inh: -2.3
